Screening results deposited in PubChem BioAssay by Sanford-Burnham Center for Chemical Genomics.
ATG4B inhibitor: ATG4B protease inhibitors, primary screen, biochemical, fluorescence, uHTS | Cysteine protease ATG4B (Homo sapiens), Q9Y4P1 | AID 504462, 2011 | ATG4B cleavage of LC3-PLA2, NBD-HPC fluorescence, 1 h | inhibition, % at 8.33 µM | actives 0.51% (n = 340,000); in the data active = inhibition above about 40%
Target sequence (Q9Y4P1 whole entry, looked up): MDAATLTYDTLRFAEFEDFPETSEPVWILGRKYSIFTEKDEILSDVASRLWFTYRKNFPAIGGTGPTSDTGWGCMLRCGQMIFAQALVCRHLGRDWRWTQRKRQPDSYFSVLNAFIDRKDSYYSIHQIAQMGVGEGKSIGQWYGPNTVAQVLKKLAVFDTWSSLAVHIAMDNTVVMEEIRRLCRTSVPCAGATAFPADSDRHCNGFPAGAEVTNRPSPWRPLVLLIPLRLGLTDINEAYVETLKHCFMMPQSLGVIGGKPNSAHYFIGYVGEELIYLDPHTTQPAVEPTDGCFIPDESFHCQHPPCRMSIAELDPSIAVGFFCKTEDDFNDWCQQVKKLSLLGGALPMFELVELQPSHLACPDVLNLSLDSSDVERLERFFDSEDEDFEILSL
SENP7 inh: SENP7 protease inhibitors, primary screen, biochemical, luminescence, uHTS | Sentrin-specific protease 7 (Homo sapiens), Q9BQF6 | actives 1.5% (n = 330,000) | inhibition, % at 5 µM | recombinant SENP7, Z-RLRGG-aminoluciferin luminescence, 40 min;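 active = inhibition above about 50% at the single test dose, limit read from the data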;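 note: plate controls were DMSO with enzyme for no effect and no enzyme buffer wells for full effect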
HKDC1 inh: HKDC1 hexokinase inhibitors, primary screen, biochemical, fluorescence, uHTS; Q2TB90; recombinant HKDC1, G6PDH/diaphorase resazurin coupled fluorescence; inhibition, % at 20 µM; actives 0.16% (n = 340,000); AID 493160, 2011;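 active = inhibition above about 35% when tested at 20 µM, limit read from the data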;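 note: plate controls were DMSO wells with enzyme for no effect and DMSO wells lacking enzyme for full effect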
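Test system: recombinant HKDC1 (HK5) hexokinase enzyme, produced in-house; Amount: enzyme 5 µg/mL final; Buffer or medium: Tris pH 8.0 buffer with MgCl2, Tween-20, BSA, BME; Reagent: glucose and ATP substrates; Doses: 20 µM test compound, 1% DMSO; Incubation: 90 min reaction incubation at room temperature, dark; Detection: resorufin fluorescence at 613 nm.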
PfG6PD inh: PfG6PD enzyme inhibitors, primary screen, biochemical, fluorescence intensity, uHTS. AID 504690, 2011. glucose-6-phosphate dehydrogenase-6-phosphogluconolactonase (Plasmodium falciparum 3D7). actives 0.78% (n = 350,000). PfGluPho enzyme, NADPH resazurin-diaphorase fluorescence. inhibition, % at 20 µM;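 active = inhibition reaching at least a set limit at 20 µM in the primary screen, cut at about 59% in these data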;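 note: 0% = DMSO wells with substrate and 100% = DMSO wells lacking glucose-6-phosphate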
SENP6 block: SENP6 protease inhibitors, primary screen, biochemical, luminescence, uHTS; Sentrin-specific protease 6 (Homo sapiens), Q9GZR1; inhibition, % at 10 µM; actives 1.8% (n = 330,000); Recombinant SENP6 catalytic domain, aminoluciferin luminescence; AID 2599, 2010;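 active = inhibition above about 50% at the single tested dose, limit read from the data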;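 note: plate controls were DMSO wells with enzyme for no effect and DMSO wells lacking enzyme for full effect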
Target sequence (Q9GZR1 628-1112 limits assumed): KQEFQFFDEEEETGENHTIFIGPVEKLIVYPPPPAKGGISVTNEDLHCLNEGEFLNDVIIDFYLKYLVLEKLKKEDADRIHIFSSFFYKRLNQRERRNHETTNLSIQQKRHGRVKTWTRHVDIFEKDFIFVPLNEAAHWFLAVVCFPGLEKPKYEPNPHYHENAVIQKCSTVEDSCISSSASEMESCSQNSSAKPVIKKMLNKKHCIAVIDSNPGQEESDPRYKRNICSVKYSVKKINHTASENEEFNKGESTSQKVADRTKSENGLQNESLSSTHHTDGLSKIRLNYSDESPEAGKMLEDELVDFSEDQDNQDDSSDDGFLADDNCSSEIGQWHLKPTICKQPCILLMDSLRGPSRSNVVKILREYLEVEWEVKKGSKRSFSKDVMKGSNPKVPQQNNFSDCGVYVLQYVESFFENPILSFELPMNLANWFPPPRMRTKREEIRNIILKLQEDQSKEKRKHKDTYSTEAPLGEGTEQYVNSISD
SENP8 inh: human SENP8 protease inhibitors, primary screen, biochemical, fluorescence, Nedd8 protein substrate, uHTS. recombinant SENP8. inhibition, % at 20 µM. actives 0.64% (n = 360,000); in the data active = inhibition mostly above about 40%, no sharp cut-off; inactive = mostly below about 27%
MPTP block: mitochondrial permeability transition pore inhibitors, primary screen, biochemical, isolated mouse mitochondria, absorbance | Ca2+ swelling absorbance, 30 min | inhibition, % at 10 µM | actives 1.4% (n = 360,000) | AID 602449, 2012;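 active = inhibition of 50% or more, scaled per plate between neutral and stimulator controls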;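 note: 0% = DMSO wells given calcium and 100% = 1 mM EGTA wells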
GRIN3A LBD mod: binders of NR3A ligand-binding domain, primary screen, biophysical, differential scanning fluorimetry, uHTS | Glutamate receptor ionotropic, NMDA 3A (GRIN3A) ligand-binding domain | actives 2.5% (n = 340,000) | Tm shift relative to glycine control, % at 25 µM | NR3A LBD differential scanning fluorimetry, Tm shift; 0% = protein alone, 100% = glycine-bound protein | AID 1259313, 2017;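 active = melting temperature shift of at least 10% of the positive control shift, at one fixed dose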
* marks the source's active call; other numbers are inactive results; i = inactive; nt = not tested or not shown; & = joins results of further samples.

| ATG4B inhibitor | SENP7 inh | HKDC1 inh | PfG6PD inh | SENP6 block | SENP8 inh | MPTP block | GRIN3A LBD mod | canonical_smiles |
| --- | --- | --- | --- | --- | --- | --- | --- | --- |
| -8 | -1 | -7 | 14 | -6 | 10 | 1.4 | -4 | COc1ccc(NC(=S)N2CCN(C/C=C/c3ccccc3)CC2)c(OC)c1 |
| -9 | 9 | -2 | 7 | -2 | 18 | 100* | -3 | Cc1ccc(S(=O)(=O)N2CCOCC2)cc1NC(=O)Nc1ccc([N+](=O)[O-])cc1 |
| -9 | 2 | 2 | -1 | -19 | 17 | -1.8 | -2 | Cc1nc2cc(CC(=O)O)ccc2o1 |
| -12 | 11 | -5 | 3 | -10 | 13 | -1.4 | 1 | CC(C)c1nnc2n1N=C(c1ccc(Cl)cc1)CS2 |
| -3 | 7 | -6 | -3 | 4 | -277 | 2.5 | 0 | COC(=O)c1ccc(C(=O)OC)c(NC(=S)N2CCC(N3CCCCC3)CC2)c1 |
| -2 | nt | 0 | -15 | nt | -55 | -1.0 | 0 | COc1ccc(C=C(C(=O)O)c2ccc(OC)cc2)cc1 |
| 2 | 0 | 2 | -5 | 13 | -292 | 9.8 | -1 | C[N+](C)(C)CC(=O)N1CCN(c2ccc3ccccc3n2)CC1 |
| -6 | -9 | 1 | 5 | 5 | 8 | -2.0 | 1 | COc1ccc(N2CCN(CCCNC(=O)c3ccc(CS(=O)(=O)c4ccc(OC)cc4)o3)CC2)cc1 |
| -7 | 7 | -2 | -2 | -22 | 13 | 0.7 | 1 | CC(C)=C(NC(=O)c1ccccc1)C(=O)NCCc1nc2ccccc2[nH]1 |
| 2 | 10 | -6 | -11 | -14 | -6 | 2.2 | 0 | CC(C)(C)OC(=O)N1CCC[C@H]1C(=O)N/N=C/c1cccc2nccnc12 |
| 3 | 2 | 2 | 17 | -15 | 39 | 2.7 | 0 | COc1ccc(Nc2ccc(N3C(=O)CC(C)C3=O)cc2[N+](=O)[O-])cc1OC (stereo not drawn) |
| 12 | -2 | -10 | -16 | 8 | 1 | 0.2 | -17 | N=c1ccn(CC(=O)NC(N)=O)c2ccccc12 |
| 3 | -13 | 0 | -14 | -16 | 6 | 0.6 | 0 | CC1CCN(C(=O)c2nc[nH]c2C(=O)OCCNC(=O)OC(C)(C)C)CC1 |
| -1 | 5 | -5 | -1 | -17 | -3 | -1.2 | 1 | COc1ccccc1CC(=O)Nc1ccc(S(=O)(=O)N2CCCC2)cc1 |
| -7 | 7 | -1 | 1 | -27 | 18 | -3.2 | -1 | O=C(Nc1nnc(-c2ccco2)o1)c1ccc(Cl)cc1 |
| -1 | -11 | 1 | -14 | -10 | -298 | -0.5 | -2 | COC(=O)c1cc(-c2ccc(OC)cc2)nc2nc(SC)[nH]c(=O)c12 |
| -9 | 3 | -1 | 11 | -13 | -50 | -2.9 | -1 | Cc1nnc(NC(=O)c2ccccc2NC(=O)c2ccccc2)s1 |
| -4 | -2 | 2 | 5 | -28 | -5 | 1.3 | -2 | COC(=O)c1c(NC(=O)CCl)sc(C(=O)N2CCOCC2)c1C |
| -17 | -7 | 4 | 18 | -10 | 4 | 0.3 | 1 | N#CC1=C(N)C(C#N)(C#N)C2(C(=O)Nc3ccccc32)C2CCCC=C12 (stereo not drawn) |
| -6 | -3 | 0 | -13 | -14 | 5 | 0.6 | 2 | COc1ccc(CC(=O)N/N=C/c2cccs2)cc1OC |
| -5 | 2 | -4 | -7 | 7 | -1 | 0.3 | 0 | CCN(CC)CCN(C(=O)Cn1nnc(-c2ccc(C)o2)n1)C(C(=O)NC(C)(C)C)c1cccs1 (stereo not drawn) |
| -11 | -4 | -7 | -8 | 11 | 16 | 0.8 | 0 | CCOc1cc(CN2CCCC(CNC(=O)c3ccc(F)cc3)C2)ccc1OC (stereo not drawn) |
| 1 | 5 | 1 | -11 | -1 | 8 | -0.8 | -1 | Cc1ccc(NS(=O)(=O)c2ccc(C(=O)Nc3nncs3)cc2)cc1 |
| 8 | -2 | -4 | -4 | -15 | 22 | 4.4 | 1 | CCOC(=O)C1(Cc2ccccc2)CCN(Cc2ccc(C3CCCCO3)s2)CC1 (stereo not drawn) |
| -13 | 6 | 5 | 13 | -4 | -41 | 2.0 | 9 | CC(C)c1ccc(NC(=O)CCNS(=O)(=O)c2cc(Br)cnc2N)cc1 |
| 5 | -2 | -9 | -7 | 8 | 8 | -1.4 | -1 | COc1cc(CN2CCNC(=O)C2CC(=O)O)cc(OC)c1 (stereo not drawn) |
| -11 | -2 | 3 | -1 | -14 | 16 | 1.0 | 15* | Nc1nc(Nc2ccccc2F)nc(N2CCOCC2)c1[N+](=O)[O-] |
| -13 | -5 | -4 | -2 | -20 | 18 | 1.5 | 2 | CCCCNC(=O)COC(=O)c1ccc(Cl)c(S(=O)(=O)N2CCCC2)c1 |
| 12 | -1 | -17 | 13 | 15 | -59 | -0.3 | -1 | Cc1ccc2c(Cl)c(C)c(N3CCCC3)nc2n1 |
| 4 | -3 | -1 | -9 | 6 | -20 | -2.4 | 0 | COc1cccc(N(CC(=O)Nc2cccnc2)S(C)(=O)=O)c1 |
| 3 | -8 | -5 | 2 | -9 | 9 | 1.3 | -4 | CC(=O)Nc1ccc(/C(C)=N/NC(=O)C2CC2c2ccccc2)cc1 (stereo not drawn) |
| 4 | 5 | -8 | -1 | -3 | 11 | -1.7 | 5 | CCOC(=O)C1CCN(CC(O)COC(CC)c2ccccc2)CC1 (stereo not drawn) |
| -5 | 0 | -2 | -6 | -15 | 22 | 0.8 | 1 | N=c1ccn(Cc2ccc([N+](=O)[O-])cc2)cc1 |
| -3 | 0 | 1 | -27 | -8 | 3 | -0.1 | 2 | CCCCc1nnc(NC(=O)c2ccc(S(=O)(=O)N3CCOCC3)cc2)s1 |
| -8 | 1 | -7 | 4 | -8 | 13 | 0.9 | 3 | CC(C)C1NC(=S)N(C2CCCCC2)C1=O (stereo not drawn) |
| 8 | 0 | -5 | -8 | -11 | 12 | 2.0 | -1 | CC(=O)Nc1ccc(NC=C(C#N)C#N)cc1 |
| 0 | 25 | 3 | -5 | 56* | -55 | -4.5 | -6 | COc1ccc(-c2csc(NC(=O)c3ccco3)n2)cc1 |
| -14 | -5 | -8 | 8 | -3 | -8 | -2.6 | -1 | CC(C)C(NC(=O)c1c(F)cccc1F)C(=O)NCc1ccncc1 (stereo not drawn) |
| 9 | 7 | 0 | -12 | -15 | 29 | 5.1 | -1 | O=c1[nH]nc(SCc2ccccc2Cl)n1-c1ccc2c(c1)OCCO2 |
| -6 | -1 | -4 | -12 | -23 | -12 | 0.4 | -2 | CC(C)(C)OC(=O)NCCC(=O)N/N=C/c1ccc2nccnc2c1 |
| -3 | -4 | -1 | 4 | -15 | 12 | -1.3 | 2 | Cc1noc(C)c1C(=O)N(CC(=O)NC1CCCC1)Cc1ccccc1F |
| -5 | 2 | -1 | -2 | -4 | 5 | 0.0 | -4 | Cc1ccc(CNC(=O)C2CSC3(C)CCC(=O)N23)cc1 (stereo not drawn) |
| 6 | -10 | -6 | 7 | 5 | 4 | -0.5 | -4 | O=C(Nc1c2c(nn1-c1ccccc1)CS(=O)(=O)C2)c1ccco1 |
| 9 | 70* | -3 | -1 | 0 | i | 0.4 | -2 | COc1ccc(-c2ccc3oc(-c4ccsc4)cc(=O)c3c2)cn1 |
| -7 | -10 | 4 | 2 | -7 | 10 | 0.4 | 1 | COc1ccc(CC(=O)NCCCc2ccccc2)cc1OC |
| 17 | -14 | -2 | -14 | -10 | 0 | -0.9 | 0 | Nc1c(C(=O)NCc2ccc3c(c2)OCO3)nnn1CC(=O)Nc1ccc(Br)cc1 |
| 8 | 4 | -4 | 2 | -5 | -308 | 37 | 0 | CN(C(=O)Nc1ccc(Cl)c(Cl)c1)c1ccccc1C(=O)O |
| -2 | -6 | 2 | 1 | 13 | 7 | 2.8 | -1 | Nc1nc(SCC(=O)Nc2cccc(S(=O)(=O)N3CCCCCC3)c2)n[nH]1 |
| -12 | 0 | 4 | -1 | -50 | 10 | -0.1 | -24 | COc1ccc(OC)c(N2C(=O)CC(Cc3cc(C)cc(C)c3)C2=O)c1 (stereo not drawn) |
| 17 | -1 | -2 | 5 | -22 | -41 | -1.5 | 1 | CCCCNC(=S)NNC(=O)c1c(C)nc2ccccn12 |
| -6 | 2 | -2 | 12 | -4 | 8 | -2.8 | 2 | O=C(OCCN(CCOC(=O)c1ccncc1)S(=O)(=O)c1cccs1)c1ccncc1 |
| -6 | -6 | 0 | 10 | 12 | 8 | 1.0 | 1 | Cc1cc(NC(=O)CSc2nc(Cc3ccccc3)c(C)[nH]2)no1 |
| -10 | 7 | -6 | -7 | 2 | 8 | -1.0 | -1 | CC(=O)N1c2ccc(S(=O)(=O)N3CCC(C(=O)NC4CCCC(C)C4C)CC3)cc2CC1C (stereo not drawn) |
| -6 | -11 | -3 | -8 | -5 | -5 | 0.3 | 0 | Cc1nn(CC(=O)NC(C)C(C)C)c(C)c1S(=O)(=O)N1CCCCC1 (stereo not drawn) |
| 3 | 1 | -7 | -9 | 1 | 15 | -0.8 | -1 | CCOc1ccc(NC2OCC(O)C(O)C2O)c([N+](=O)[O-])c1 (stereo not drawn) |
| -2 | -6 | -6 | 0 | -10 | 3 | -0.8 | -3 | CC(C)[C@H](NC(=O)c1ccccc1F)C(=O)NCCc1ccccc1 |
| 2 | 1 | 2 | 11 | 36 | i | 46&3.1 | -9 | CCCCCCSc1cccc(-c2nc3cc(C)ccn3c2NCc2ccccc2)c1 |
| 9 | 3 | 2 | 7 | 0 | -421 | 2.0 | 1 | O=S(=O)(Nc1cccc2c1ccc1cccn12)c1cccs1 |
| -9 | 1 | 2 | 23 | 0 | 1 | -3.1 | 0 | Cc1cc(C(F)(F)F)nc(SCCN2CCOCC2)c1C#N |
| 9 | 2 | 0 | -12 | -5 | 2 | 0.2 | -2 | CCOC(=O)CCNC(=O)CCc1nnc(CCCc2ccccc2)o1 |

New compounds follow:
| ATG4B inhibitor | SENP7 inh | HKDC1 inh | PfG6PD inh | SENP6 block | SENP8 inh | MPTP block | GRIN3A LBD mod | canonical_smiles |
| --- | --- | --- | --- | --- | --- | --- | --- | --- |
| -1 | 6 | -4 | 6 | 7 | 8 | -0.9 | 0 | CC1CN(CCS(=O)(=O)c2cc(Cl)ccc2Cl)CC(C)O1 (stereo not drawn) |
| -1 | 3 | -9 | -9 | -20 | 13 | 49 | -1 | Cc1ccccc1C(=O)NNC(=S)NC(=O)c1ccccc1 |
| 7 | -1 | 2 | -4 | 5 | 6 | -0.6 | 0 | COc1ccccc1-n1nc(C(=O)NCc2ccco2)c2ccccc2c1=O |
| -1 | -3 | -1 | -11 | -5 | 13 | 1.7 | -2 | C[C@]12CCC3C(CC=C4C[C@@H](O)CC[C@@]43C)C1CCC2[C@]1(C)CCC(=O)O1 (stereo partly drawn) |
